# IkB signaling: suppresses IkB signaling in ABC-DLBCL reporter cells; ABC-DLBCL IkBa-CBG/CBR dual luciferase ratio, 4 h; response scale: scaled: untreated 0%, proteasome inhibitor 100%; Potency, µM (top dose mostly 57.1 µM), inactives show top-dose IkBa stabilization activation; 110,000 compounds, 0.04% hits; active = well fitted curve in the direction sought with a large enough effect in the signal ratio, not every such curve was filed as active; inconclusive = small, poorly fitted or top-dose-only effect, or a change in a side signal; the % refers to the signal ratio;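 also: the direction sought is a rising ratio; 0% = basal untreated cells and 100% = reference inhibitor full response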
#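 Curves were fitted separately to fusion (green), unfused (red) and ratio luminescence, then classed by r2, magnitude and activity. Cells: OCI-Ly3, 4 h compound plus doxycycline at 37C; 10 uM MG-132 defined full response.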
# Peg3 imprint: induces erasure of genomic imprints in mouse ES cells; AID 1948; 110,000 compounds, 0.02% hits; mouse ES Peg3-LacZ reporter, beta-gal luminescence, 40 h; Potency, µM (highest dose often 60.7 µM), inactives show at the top dose activity change, positive = activation, hits mostly activators;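 also: 0% = negative control wells on the plate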
#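 Imprint erasure is scored as LacZ activity from the silenced maternal Peg3 allele in feeder-free female ES cells cultured 40 h with LIF. Luminescence is normalized to in-plate negative controls and fitted to the Hill equation.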
# p53ts 39C tox: p53ts cell cytotoxicity, nonpermissive temperature; AID 902; H1299-p53A138V viability at 39C, ATP luminescence, 24 h; 130,000 compounds, 1.5% hits; Potency, µM (titrated, usually from 46.1 µM), for the others: at the highest dose activity change, negative = cell killing, actives largely listed as cytotoxic; also: nearly all actives have a fitted effect of over 55% in size
# p53ts 32C kill: cytotoxicity in p53ts cells at permissive temperature. AID 924. Potency, µM (series often up to 46.1 µM), inactives show at the top dose activity change, negative = cytotoxicity, actives largely listed as cytotoxic. 130,000 compounds, 0.93% hits. H1299-p53A138V at 32C, ATP luminescence viability, 24 h;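 also: 0% = DMSO and -100% = full killing by reference compound; nearly all actives have a fitted effect of over 55% in size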
#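 Cells: H1299 p53ts (A138V), 600/well, pre-incubated 16–30 h at 37C. Cpd up to 46 uM, 24 h, 32C. Readout: ATPlite luminescence, 20 min RT. Normalization: DMSO vs tamoxifen 100 uM. AC50 by Hill equation.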
# * hit, by the source's call; ? = inconclusive; . = not tested or not shown; [ ] = another dose, or the depositor's remark. Unless noted, calls follow the shape of the dose curve; as a rule, active = well fitted curve in the direction sought with a large enough effect; inconclusive = small, poorly fitted or top-dose-only effect, or another doubt; inactive = no such curve, though single readings can be large; an effect the other way counts as inactive or inconclusive. Unless noted, % is scaled to controls: 0 for no effect and ±100 for the full control effect; potency is read from the fitted curve at half-maximal effect.
molecule	IkB signaling	Peg3 imprint	p53ts 39C tox	p53ts 32C kill
COc1cc([N+](=O)[O-])ccc1NC(=O)N1CCC2(CC1)Nc1ccccc1-n1cccc12	-0.2%	-12.0%[10.9 µM]	-1.5%	-5.7%
Cc1c(NC(=O)c2ccccc2NS(=O)(=O)c2ccc(F)cc2)c(=O)n(-c2ccccc2)n1C	1.2%	1.4%	-2.4%	-3.7%
Cc1cccc(N2C(=O)C(CC(=O)Nc3cccc(F)c3)N(CCc3ccncc3)C2=O)c1 (stereo unspecified)	-0.4%	-2.4%[10.9 µM]	?	-11.3%
COc1ccc2cc(C(c3nnnn3CCc3ccccc3)N3CCC(O)CC3)c(=O)[nH]c2c1 (stereo unspecified)	0.9%	4.2%	1.9%	4.0%
CCOC(=O)c1cnc2c(C)cc(C)cc2c1Nc1ccc(OCc2ccccc2)cc1	?	-12.5%[10.9 µM]	19.3%	-6.5%
Cc1cccc(-n2nnc(C(=O)NCc3ccco3)c2N)c1	0.7%	-16.0%	-20.6%	-6.3%
O=C(CS(=O)(=O)c1cn(Cc2cccc(F)c2)c2ccccc12)N1CCOCC1	0.5%	-0.7%	0.5%	3.7%
O=C(Cn1c(=O)nc(-c2ccccc2)c2cc(Cl)ccc21)N1CCN(c2ccc(F)cc2)CC1	0.1%	-11.6%[10.9 µM]	-29.5%	3.3%
O=C(CSc1nc2sc3c(c2c(=O)[nH]1)CCCC3)Nc1ccccc1F	?	-6.3%[10.9 µM]	-26.0%	8.3%
COc1ccccc1C1C(C(N)=O)=C(C)Nc2ncnn21 (stereo unspecified)	1.0%	-0.2%	7.3%	1.7%
Cc1cccc2cc(C(c3nnnn3Cc3ccc4c(c3)OCO4)N3CCCC3)c(=O)[nH]c12 (stereo unspecified)	0.4%	-5.7%	6.2%	-8.9%
O=C(CSc1nc2ccccc2c(=O)[nH]1)c1cccs1	?	-13.4%	-3.6%	-0.2%
CCC(C)CCCCC(=O)NC(CCN)C(=O)NC(C(=O)NC(CCN)C(=O)NC1CCNC(=O)C(C(C)O)NC(=O)C(CCN)NC(=O)C(CCN)NC(=O)C(CC(C)C)NC(=O)C(Cc2ccccc2)NC(=O)C(CCN)NC1=O)C(C)O (stereo unspecified)	.	4.1%	1.8%	0.5%
COc1ccc(-c2cc(C(F)(F)F)nc(SCCC(=O)N3CCN4CCCC4C3)n2)cc1 (stereo unspecified)	0.3%	-4.5%	0.7%	-3.5%
O=c1[nH]c2cc(Cl)ccc2c(O)c1-c1ccc(Oc2ccccc2)cc1	-0.8%	-4.1%	-1.5%	-4.8%
Cc1ccc2c(=O)c(C(=O)c3cccc(Cl)c3)cn(CC(=O)NC3CCCCC3)c2n1	-0.1%	-10.8%[10.9 µM]	6.2%	3.4%
COc1ccc(CCNC(=O)c2cnn3ccccc23)c(OC)c1OC	-2.9%	-15.4%	-6.0%	-13.4%
Cc1ccc(S(=O)(=O)N2CCN(c3ncnc4c3cnn4-c3ccccc3)CC2)cc1	1.3%	8.7%	-2.9%	-6.6%
O=C(O)Cn1cc(C(=O)c2ccco2)c2ccccc21	2.0%	-2.3%	27.4%	-1.8%
Cc1ccc(NC(=O)c2c(NC(=O)c3ccco3)sc3c2CCC(C(C)(C)C)C3)c(C)c1 (stereo unspecified)	?	?	10.4%	0.3%
CCOC(=O)c1[nH]c(C)c(CCC(=O)Nc2cc(Cl)c(OC)cc2OC)c1C	?	22.6%[10.9 µM]	-5.5%	-8.0%
CC1CCN(c2nc3c(S(=O)(=O)c4ccc(Cl)cc4)nnn3c3ccsc23)CC1	?	-12.5%[10.9 µM]	-0.4%	4.3%
CCn1c(CNc2ccccc2Cl)nnc1SCCN1CCCCC1	1.6%	12.9%	-9.7%	26.5%
CC(=O)c1cccc(NC(=O)c2nc(-c3ccc(C)cc3)n3c2CCCCC3)c1	-1.1%	-5.6%[10.9 µM]	-28.3%	-0.2%
Cc1nn(Cc2noc(C(=O)NCc3cccc(F)c3)n2)c(C)c1Br	-1.2%	-1.2%[10.9 µM]	15.6%	-7.4%
CC(=O)c1cccc(NC(=O)CN(C2CCCCC2)S(C)(=O)=O)c1	4.2%	-15.3%	-16.0%	-13.7%
Cc1cc(C)nc(SCc2nnc(SCC(=O)Nc3ccc(Cl)c(C(F)(F)F)c3)o2)n1	0.8%	12.5%	-8.7%	-5.0%
Cc1oc2ncn(CC(C)C)c(=O)c2c1C(=O)N(Cc1ccccc1)C(C)C	0.2%	2.8%[10.9 µM]	7.7%	-3.2%
CCCCC(=O)Nc1ccc2c(c1)nc1n2CCOC1	-2.3%	-1.0%	-28.9%	?
O=C(O)C1CCCN1c1ncccn1 (stereo unspecified)	0.0%	-0.8%	-2.5%	0.2%
NS(=O)(=O)c1ccc(NS(=O)(=O)/C=C/c2ccccc2)cc1	2.6%	3.2%	6.1%	0.9%
CCc1ccc(NC(=O)CSc2nc3nccnc3c(=O)n2CCc2c[nH]c3ccccc23)cc1	2.2%	-9.4%[10.9 µM]	-11.8%	0.8%
COc1cc2c(cc1OC)n(CC(=O)c1ccc(C)cc1)c(=O)n1nc(CCn3nc(C)cc3C)nc21	?	-13.0%[10.9 µM]	11.0%	8.4%
CCc1ccc(NC(=O)C(=O)NCCc2csc(-c3ccc(C(F)(F)F)cc3)n2)cc1	?	19.1%[10.9 µM]	-1.7%	9.5%
Cn1c(O)c(C2=c3ccccc3=NC2=O)sc1=Nc1ccc(Cl)cc1	.	.	19.6%	-1.6%
Cc1c(NC(=O)C2Cc3ccccc3CN2C(=O)c2ccco2)c(=O)n(-c2ccccc2)n1C (stereo unspecified)	1.1%	-6.4%	4.8%	6.9%
Cc1ccc(O)c(CNc2ccccn2)c1	-0.3%	-16.3%	-12.1%	-14.0%
CN(Cc1ccccc1)C(=O)CCCn1c(=O)[nH]c2cc(Cl)ccc2c1=O	?	-9.0%	3.7%	3.4%
CC(C)CCNC(=O)Cn1c(NCCC(C)C)nc2c1c(=O)n(C)c(=O)n2C	-0.1%	9.4%	11.5%	-8.7%
CCc1cc(=O)[nH]c(SCc2nc(-c3ccccc3)no2)n1	0.6%	-8.2%[10.9 µM]	-12.5%	-7.9%
CC(C)OCC1CC(CC(=O)NC(=S)Nc2cccc([N+](=O)[O-])c2)C(=O)O1 (stereo unspecified)	.	.	-9.5%	-15.9%
CCCCN1C(=O)C(O)(CC(=O)c2ccc(CC)cc2)c2cc(Br)ccc21 (stereo unspecified)	17.3%	5.5%[10.9 µM]	?	?
COc1ccc(-n2c(C)nc3c(cnn3-c3ccc(Cl)cc3)c2=O)cc1	1.7%	-12.3%	-16.0%	-1.1%
O=C(NCc1ccccc1)C(=O)NCC1COc2ccccc2O1 (stereo unspecified)	.	.	15.6%	2.7%
CC(=O)c1ccc(NC(=O)C2=CC(c3ccc(C)cc3)=NS(=O)(=O)N2C)cc1	6.5%	2.6%[10.9 µM]	?	20.0%
COc1ccccc1Nc1nc(N)nc(CN2CCN(Cc3ccccc3)CC2)n1	0.3%	-22.2%	2.5%	-0.9%
O=C(Nc1ccccc1C(F)(F)F)c1cc(-c2ccc(O)cc2)on1	?	-18.6%	-15.0%	2.2%
O=C(CSc1nnnn1-c1cccc2c1CCCC2)N1CCOCC1	1.4%	-5.3%	0.8%	3.4%
COc1cc(C(=O)NCCSc2c(-c3ccccc3)[nH]c3ccccc23)cc(OC)c1OC	?	-12.1%[10.9 µM]	21.9%	5.2%
C=CCN1C(=Nc2ccccc2)SC/C1=C\C(=O)OC	-0.8%	-6.6%	-13.5%	4.9%

# Further compounds follow.
molecule	IkB signaling	Peg3 imprint	p53ts 39C tox	p53ts 32C kill
O=C(Cc1ccc(Cl)cc1)NC1CC(=O)N(c2ccc3c(c2)OCCO3)C1 (stereo unspecified)	1.4%	-5.8%[10.9 µM]	15.5%	2.3%
COc1cc(-c2nc(-c3ccncc3)no2)cc(OC)c1OC	-0.3%	-5.5%	4.7%	-4.3%
CS(=O)(=O)N1CCC2(CCN(Cc3ccc(C#N)cc3)CC2)CC1	-0.3%[11.4 µM]	.	-2.2%	-4.0%
CCOC(=O)c1ccc(NC(=O)Cn2nnc(-c3ccc(C)cc3)n2)cc1	1.5%	-10.7%	7.9%	-29.1%
Cc1oc(-c2ccc(Cl)cc2)nc1CN1CCCC(C(=O)NCCCN2CCOCC2)C1 (stereo unspecified)	2.3%	-26.5%	-28.6%	-20.2%
Cc1nc(Nc2nc3ccccc3o2)nc2c1CCC2	12.5%	-89.5%[inhibitor]	15.8µM*	12.6µM*
COc1ccc(CCNc2nc3ccc(C)cc3n3cnnc23)cc1OC	0.2%	-8.2%[10.9 µM]	-17.6%	-8.0%
CCCCN(CC)CCCNC(=O)Cn1nc(Cc2ccncc2)c2ccccc2c1=O	0.7%	-18.8%	-1.0%	0.6%
c1ccc(C(c2ccccc2)N2CCCC3(CCNCC3)C2)cc1	0.2%[11.4 µM]	.	?	-10.4%
COc1ccc(C(=O)CSc2n[nH]c(-c3ccco3)n2)cc1	0.3%	-6.5%	3.5%	0.7%
CCOC(=O)c1ccc(N2CCN(c3ccccc3F)CC2)c(NC(=O)Nc2ccc(Cl)c(Cl)c2)c1	?	-23.3%[10.9 µM]	-18.3%	1.3%
O=C(NCCN1CCCCC1)c1cc2ccccc2[nH]1	-3.6%	1.6%	4.5%	4.7%
COc1ccc(C2Nc3ccccc3-c3nnc(SC)nc3O2)cc1C (stereo unspecified)	2.3%	8.6%[10.9 µM]	-4.4%	-1.8%
CCCCn1c(=O)nc2n(-c3ccc(F)cc3)c3ccccc3cc-2c1=O	-1.1%	-1.2%[10.9 µM]	1.6%	2.4%
CCCN1C(=O)c2ccc(C(=O)Nc3nccs3)cc2C1=O	-6.8%	3.3%	0.5%	-0.2%
COC(=O)c1ccccc1N=C(SC)N(C)C	-0.9%	-8.1%	-3.9%	-5.3%
CCC(=O)n1nc(-c2ccco2)nc1SCc1ccccc1	2.1%	-7.1%	?	?
CC(C)(C)n1nnnc1CN1CCN(C2CCCC2)CC1	1.6%	-13.4%	-4.0%	-4.3%
CCCNc1ncnc2c1c(-c1ccccc1)cn2-c1ccccc1	?	-13.5%[10.9 µM]	-14.1%	-6.5%
Cn1c(C(=O)N2CCN(Cc3ccc4c(c3)OCO4)CC2)cc2c(=O)n(C)c3ccccc3c21	?	-22.7%	-18.5%	-13.8%
O=C(Nc1ccc2c(c1)N(C1CCCC1)C(=O)c1ccccc1S2)c1ccccc1F	-2.1%	-16.5%[10.9 µM]	-17.7%	?
Cc1cn(C)c(CC(=O)Nc2ccc(F)cc2Cl)c1C(=O)O	-3.0%	15.7%[10.9 µM]	-9.4%	6.5%
COC(=O)Nc1sc2c(c1C(=O)NCc1ccco1)CCCC2	16.0%	-9.9%	9.4%	11.7%
Cn1c(=O)oc2cc(S(=O)(=O)N3CCCC(C(=O)N4CCN(c5ccccc5F)CC4)C3)ccc21 (stereo unspecified)	?	?	27.5%	-5.0%
O=C(CCN1C(=O)c2ccccc2C1=O)Nc1ccc(F)cc1	1.9%	-2.7%	3.9%	-0.8%
CN(C)c1ccnc(NCc2ccccc2)c1C#N	0.2%	9.2%	-9.1%	-1.9%
O=C(Nc1nnc(COc2ccc(Cl)cc2)s1)C1CCCO1 (stereo unspecified)	-4.7%	-15.8%	-7.7%	-2.9%
O=C(CSc1ncc(-c2ccccc2)nn1)NCc1ccco1	21.6%	-24.4%	12.8%	5.6%
O=C1CCCc2c1cc(C(=O)NCCCN1CCOCC1)c(=O)n2-c1ccc(Cl)cc1	-1.6%	0.8%	-5.6%	2.2%
COc1cccc(CNCc2c(C(=O)O)n(Cc3ccc(C)cc3)c3cc(C)ccc23)c1OC	?	-11.7%[10.9 µM]	?	1.9%
CSc1nc(-c2ccc(F)cc2)nc2c1Cc1c(CO)cnc(C)c1O2	-1.4%	-7.2%[10.9 µM]	-1.2%	0.3%
